FBW7 act – activators of human E3 ligase FBW7; Q969H0; AlphaScreen FBW7–phospho-cyclin E peptide binding, activator screen; normalized activity (activation), % at 26.1 µM; 650,000 compounds, 0.13% hits; in the data active = normalized activity above about 1.9%;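 note: purified mutant Fbw7 with reduced substrate affinity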
GPR151 ag – activates the human receptor GPR151; Q8TDV0; PathHunter beta-arrestin GPR151 cells, luminescence; activation, % at 11.2 µM; 650,000 compounds, 1% hits; AID 1508602; in the data active = activation above about 4.9%;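 note: 0% = median of compound wells and 100% = cells with positive control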
Target sequence (Q8TDV0 whole entry, looked up): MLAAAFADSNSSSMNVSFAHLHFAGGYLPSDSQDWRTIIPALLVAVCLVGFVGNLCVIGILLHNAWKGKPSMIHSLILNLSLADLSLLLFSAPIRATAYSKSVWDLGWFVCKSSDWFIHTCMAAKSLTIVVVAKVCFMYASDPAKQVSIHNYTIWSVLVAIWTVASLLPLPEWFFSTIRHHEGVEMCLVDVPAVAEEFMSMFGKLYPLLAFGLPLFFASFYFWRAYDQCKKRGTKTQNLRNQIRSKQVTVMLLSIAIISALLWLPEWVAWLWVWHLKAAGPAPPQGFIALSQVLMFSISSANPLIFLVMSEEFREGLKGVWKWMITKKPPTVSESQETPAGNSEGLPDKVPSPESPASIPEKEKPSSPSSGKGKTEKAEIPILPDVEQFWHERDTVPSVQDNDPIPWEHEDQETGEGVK
MITF primary – inhibitors of human MITF. AlphaScreen MITF homodimerization, bead proximity signal. inhibition, % at 2.6 µM. O75030. 650,000 compounds, 0.91% hits; in the data active = inhibition above about 50%;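 note: 0% = vehicle wells with protein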
Target sequence (O75030 whole entry, looked up): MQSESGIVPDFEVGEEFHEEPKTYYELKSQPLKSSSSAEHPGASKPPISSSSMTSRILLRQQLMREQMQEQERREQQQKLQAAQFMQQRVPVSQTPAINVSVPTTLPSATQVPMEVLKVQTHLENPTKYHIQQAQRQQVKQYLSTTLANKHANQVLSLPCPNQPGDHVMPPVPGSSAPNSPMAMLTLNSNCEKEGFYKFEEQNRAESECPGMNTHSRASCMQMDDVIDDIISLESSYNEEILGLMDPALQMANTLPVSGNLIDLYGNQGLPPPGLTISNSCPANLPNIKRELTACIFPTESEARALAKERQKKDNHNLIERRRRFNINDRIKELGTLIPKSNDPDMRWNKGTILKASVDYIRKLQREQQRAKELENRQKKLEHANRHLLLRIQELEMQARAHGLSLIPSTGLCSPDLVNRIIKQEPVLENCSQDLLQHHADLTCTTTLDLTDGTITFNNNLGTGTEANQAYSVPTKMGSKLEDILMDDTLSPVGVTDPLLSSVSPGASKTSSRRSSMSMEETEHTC
TEAD-YAP block – TEAD-YAP interaction inhibition; HEK-TIYL cells, TEAD-Gal4/YAP UAS-luciferase luminescence; 640,000 compounds, 1.4% hits; inhibition, % at 9.12 µM; in the data active = inhibition above about 32%;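 note: 0% = median of test compound wells and 100% = reference inhibitor wells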
The depositor's hits bear a star.

SMILES | FBW7 act | GPR151 ag | MITF primary | TEAD-YAP block
COC(=O)c1cc2ccc3c(c2oc1=O)CN(c1ccc(Cl)cc1)CO3 | -0.1 | -1.2 | -3 | -2
O=C(Cn1cnc2scc(-c3ccccc3)c2c1=O)Nc1ccc(F)c(Cl)c1 | 0.1 | 2.2 | 1 | 11
O=C(N(c1ccccc1)C1CCS(=O)(=O)C1)C(F)(F)F (configuration not stated) | 0.5 | -0.6 | 12 | 4
Cc1nc(NCCNC(=O)Nc2ccccc2)cc(N2CCCC2)n1 | -0.1 | 2.4 | -3 | 0
CCc1cccc(C)c1NC(=O)CSc1nnnn1-c1ccccc1 | 0.8 | -0.8 | 15 | 5
O=C(Cn1cc(C(=O)c2ccccc2)c(=O)c2cc(F)ccc21)Nc1ccc(F)cc1 | 0.2 | -0.1 | 6 | -6
CN(C/C(=C1/NCCCS1)[N+](=O)[O-])Cc1ccc(Cl)nc1 | 0.0 | 3.0 | 5 | 4
O=C(Nc1ccccc1C(=O)O)c1ccc2c(c1)C(=O)N(c1ccccc1)C2=O | 0.0 | -0.3 | -15 | 2
O=C(COC(=O)C1CC(O)CN1S(=O)(=O)c1ccc(Cl)cc1)c1ccccc1 (configuration not stated) | 0.0 | 0.3 | -10 | -13
O=C(Nc1ccc(N2CCOCC2)c(C(F)(F)F)c1)c1cccc(Oc2ccc(C(F)(F)F)cc2[N+](=O)[O-])c1 | -0.2 | 0.0 | 4 | 8
COc1ccc(CCNc2cc(-c3csc4ccccc34)nc(N)n2)cc1 | 0.6 | 1.9 | 8 | 57*
Cc1onc(-c2ccccc2)c1C(=O)OCC(=O)Nc1c(C)n(C)n(-c2ccccc2)c1=O | 0.6 | -1.5 | 5 | 3
COc1cc(CN2CCN(S(=O)(=O)c3ccc4ccccc4c3)CC2)ccc1OCc1ccccc1 | 0.0 | -0.3 | -5 | 1
CC(C)[C@@H](CO)Nc1nc(-c2cccc(OC(F)(F)F)c2)cnc1N | 0.4 | 1.9 | 18 | 11
O=C(CSc1nc2ccccc2c(=O)n1CCN1CCOCC1)c1ccccc1 | 0.0 | 0.2 | 6 | 8
Cc1ccccc1-c1noc(CSc2nnc(-c3ccncc3)n2C)n1 | -0.2 | -0.9 | 5 | -4
Cc1ccccc1OCc1nc(-c2nonc2N)no1 | -0.1 | -1.3 | 12 | -43
CCCN1CCC(N2CCCC(C(=O)c3ccc(OC)cc3OC)C2)CC1 (configuration not stated) | 0.0 | 1.6 | -5 | -14
COC(=O)c1ccc(NC2OC(=O)c3c2ccc(OC)c3OC)cc1 (configuration not stated) | -0.1 | -0.1 | 14 | 5
CCOC(=O)C1=C(C)NC(C)=C(C(=O)OCC)C1C(=O)OCC(=O)N(C)c1ccccc1 | 0.1 | -0.2 | -17 | -8
CCOC(=O)C1=C(C)NC(C)=C(C(=O)OCC)C1c1ccc2c(c1)OCO2 | 0.0 | 3.7 | -14 | 14
COc1cc2c(cc1NC(=O)/C=C/c1ccc(-c3ccccc3)cc1)oc1ccccc12 | -0.1 | 0.8 | 6 | 11
COc1ccc(/C(C)=N/NC(=O)Cc2cccs2)cc1 | 0.1 | 0.4 | -14 | -23
C/C(=N\Nc1nc2ccccc2[nH]1)c1cccc([N+](=O)[O-])c1 | -0.2 | -0.2 | -3 | -31
CCOC(=O)C(C(=O)OCC)C(C[N+](=O)[O-])c1ccc(OC)cc1 (configuration not stated) | 0.1 | -1.3 | 1 | -2

An excerpt from above, reduced to GPR151 ag and MITF primary.
SMILES | GPR151 ag | MITF primary
Cc1nc(NCCNC(=O)Nc2ccccc2)cc(N2CCCC2)n1 | 2.4 | -3
CCc1cccc(C)c1NC(=O)CSc1nnnn1-c1ccccc1 | -0.8 | 15
O=C(Cn1cc(C(=O)c2ccccc2)c(=O)c2cc(F)ccc21)Nc1ccc(F)cc1 | -0.1 | 6

The list goes on.
SMILES | FBW7 act | GPR151 ag | MITF primary | TEAD-YAP block
CCCCOc1ccc(C(=O)N(c2ccccc2)C2C=CS(=O)(=O)C2)cc1 (configuration not stated) | -0.1 | 0.9 | -3 | 10
O=C(C1CC1c1ccccc1)N1CCN(c2cccc(Cl)c2)CC1 (configuration not stated) | 0.0 | 0.6 | 0 | -1
CCc1n(CC)c2ccccc2[n+]1CC(O)COc1ccc(OC)cc1 (configuration not stated) | 0.1 | 1.0 | 3 | -1
CCOC(=O)c1c(NC(=O)CSc2nnc(CNC(=O)c3ccc(OC)c(OC)c3)n2C)sc2c1CCCC2 | 0.1 | 0.8 | 1 | 6
O=C(/C=C/c1ccco1)OC1=C(Sc2ccccc2[N+](=O)[O-])C(=O)CCC1 | 0.0 | 1.8 | -4 | 0
CSC1=NCCN1C(=O)c1c(F)cccc1Cl | 0.0 | -2.7 | -7 | -5
O=C(/C=C/c1ccc(F)cc1)Nc1ccccn1 | 0.2 | -8.2 | 11 | 57*
CCOC(=O)c1c(NC(=O)C2CCCCC2)sc(C(=O)Nc2ccc(C)cc2C)c1C | -0.1 | 1.3 | 4 | -11
CC1(C)CC(=O)C=C(Nc2ccccc2-c2ccccc2)C1 | -0.1 | -1.6 | -1 | -1
O=C(Nc1ccc2[nH]ncc2c1)c1cccc(O[C@H]2CCN(Cc3ccccc3)C2)n1 | 0.1 | 0.2 | 35 | 13
Cc1cnc2c(c1SCc1ccc(Cl)cc1Cl)c(=O)n(C)c(=O)n2C | -0.2 | 1.2 | -17 | 2
COc1ccc(N2CCN(C(=O)c3cn(-c4ccc(Cl)cc4)c(=O)c4ccccc34)CC2)cc1 | -0.3 | -1.2 | 2 | 0
COc1ccc(N2C(=O)[C@@H]3C[C@H]2CN3Cc2cc(OC)c3c(c2)OCO3)cc1Cl | -0.1 | -0.3 | 7 | -9
Cc1cccc(NC(=O)CSc2nnnn2C2CCCC2)c1 | 0.0 | 0.3 | -13 | 3
c1ccc(-c2nc(CSc3cc(N4CCOCC4)ncn3)cs2)cc1 | 0.0 | 0.3 | 2 | -76
COc1cc(-c2nc(N(C)Cc3ccccc3)c3ccccc3n2)cc(OC)c1OC | -0.1 | 1.3 | -1 | 2
O=c1c2cn[nH]c2nc(SCc2cccnc2)n1-c1ccc(Cl)cc1 | -0.3 | 1.6 | -10 | 4
O=C(Nc1ccccc1F)c1ccc(Cl)cc1 | 0.2 | -2.5 | 8 | -30
O=C(c1cn(-c2ccccc2)nc1-c1ccncc1)N1CCCCC1 | -0.2 | -1.9 | 7 | -7
CC(C)(C)C(=O)Nc1scc(-c2ccc(Br)cc2)c1C(=O)O | 0.0 | -0.3 | -4 | 39*
Cc1cc2c(cc1C)N(Cc1ccccc1)C1=NCCN12 | -0.1 | 1.8 | -9 | 4
Cc1ccc(S(=O)(=O)c2nnn(CC(=O)Nc3ccccc3C)c2N)cc1C | 0.0 | 0.0 | 9 | 2
COCCn1nnnc1C(c1ccc(O)cc1)N1CCc2ccccc2C1 (configuration not stated) | 0.0 | 0.0 | 4 | 8
O=C(Nc1nccs1)c1ccc(S(=O)(=O)N2CCCCC2)cc1 | -0.1 | 0.6 | 0 | -3
c1nc2c(NC3CC3)nc(N3CCOCC3)nc2n1C1CCCCC1 | -0.2 | -0.8 | 0 | -15

(continued)
SMILES | FBW7 act | GPR151 ag | MITF primary | TEAD-YAP block
Cc1nn(C(C)C(=O)NC2CC2)c(=O)c2cc3sccc3n12 (configuration not stated) | 0.1 | -0.2 | 10 | 0
CN(C)c1ccc(NC(=O)c2csc3c2CCCC3)cc1 | -0.4 | 1.1 | 14 | -34
CCOC(=O)COc1ccc2c(=O)c(Oc3cccc(OC)c3)coc2c1 | 0.1 | 5.3* | 2 | 3
CC(=O)c1cccc(-c2nc3c(NCCN4CCOCC4)ncnc3n2C(C)C)c1 | 0.0 | -1.0 | -6 | -5
CCOc1ccc(Br)cc1CNCC(C)C | 0.1 | 1.3 | -1 | -15
Cc1sc(NC(=O)CSc2nnc3sc4ccccc4n23)c(C#N)c1C | 0.0 | -1.4 | -1 | -7
Cc1ccc(C)n1-c1ccc(-c2ccnc(-c3ccncc3)n2)cc1 | 0.0 | 5.4* | 6 | 4
COc1ccc(C2/C(=C(/O)c3ccc(Cl)cc3)C(=O)C(=O)N2CCNC(C)=O)cc1 (configuration not stated) | -0.1 | -1.0 | 16 | 4
CC1Cc2c([nH]c3ccccc23)C(=O)N1 (configuration not stated) | -0.1 | -0.2 | 16 | 8
O=C(O)CSCc1cc2cccc3c2n(c1=O)CCC3 | 0.2 | 1.6 | 2 | 3
Cc1nc(Cl)c(C(N)=O)c(C)c1[N+](=O)[O-] | 0.1 | 1.7 | 12 | 12
Cc1cccc(C)c1N(C(=O)c1ccc(Cl)cc1)C(=O)C(c1ccc([N+](=O)[O-])cc1)N1CCOCC1 (configuration not stated) | -0.1 | -0.4 | 15 | 2
COc1ccc(-c2nnc(SCC(=O)Nc3ccc4c(c3)OCCO4)o2)cc1OC | -0.1 | 0.0 | -24 | -18
CCOC(=O)c1sc(NC(=O)CSc2nnc(CNC(=O)c3ccccc3F)n2-c2ccccc2OC)c(C(=O)OCC)c1C | -0.1 | 0.1 | 3 | 3
CC1=NN(C(=O)c2csc(C(C)C)c2)C(O)(C(F)F)C1 (configuration not stated) | -0.1 | 0.5 | -2 | -3
COc1cc(OC)c(S(=O)(=O)Nc2ccccc2)cc1S(=O)(=O)Nc1ccccc1 | 0.3 | 0.4 | 7 | 16
CSc1nc2ccc(NC(=O)CCCOc3ccc(C(C)=O)cc3)cc2s1 | 0.0 | -0.9 | -15 | -4
CC1=C(C(=O)Nc2ccc(F)c(F)c2)C(c2ccc([N+](=O)[O-])cc2)NC(=S)N1 (configuration not stated) | 0.1 | -0.2 | 16 | 3
COc1ccc(-c2cc(COC(=O)c3c(F)cccc3Cl)no2)cc1OC | 0.0 | -1.1 | -3 | -7
CCOC(=O)CSc1nnc2c3ccccc3n(CCc3ccccc3)c2n1 | -0.1 | -1.2 | 3 | 2
O=C(NCCS(=O)(=O)N1CCN(Cc2ccccc2)CC1)C1CC1 | 0.0 | 1.1 | -7 | -3
CCCCSc1nc2c(c(=O)[nH]1)C1(CCCCC1)Cc1ccccc1-2 | 0.7 | -1.2 | -4 | -1
CCCCNCc1ccccc1OCC(O)CN1CCc2ccccc2C1 (configuration not stated) | 0.0 | 1.5 | 4 | -1
CCOC(=O)c1sc2ncn(CC(=O)c3ccccc3)c(=O)c2c1C | 0.0 | 0.6 | 17 | -12
CC(C)NC(=O)C1CCN(C2CCN(C(=O)c3scc4c3CCCC4)CC2)CC1 | 0.0 | 1.0 | 7 | 5

Shown with tabs: 2 of the compounds above.
Molecule	FBW7 act	GPR151 ag	MITF primary	TEAD-YAP block
Cc1ccccc1OCc1nc(-c2nonc2N)no1	-0.1	-1.3	12	-43
COc1ccc(CCNc2cc(-c3csc4ccccc34)nc(N)n2)cc1	0.6	1.9	8	57*

Following part.
SMILES | FBW7 act | GPR151 ag | MITF primary | TEAD-YAP block
c1ccc(CNn2nnnc2-c2ccccc2)cc1 | -0.1 | 1.1 | -12 | 9
CCCOc1cccc(C(=O)Nc2ccc(Br)cn2)c1 | 0.0 | -0.2 | -1 | -51
O=C(CSc1n[nH]c(-c2ccncc2)n1)Nc1nccs1 | 0.6 | 0.3 | 20 | 7
COc1ccc(Cl)cc1NS(=O)(=O)c1ccc2c(c1)NC(=O)CC(=O)N2 | 0.8 | -0.3 | 3 | 6
O=C(COc1ccc(Cl)cc1)NCc1n[nH]c(=S)n1-c1ccc(Br)cc1 | 0.0 | 0.3 | 8 | 3
CCn1c(C)c(CCC(=O)NCc2ccco2)c(=O)n2nc(-c3ccccc3OC)cc12 | 1.0 | -1.3 | -9 | 7
Cc1ccc(-c2ccccc2NC(=O)CN2CCC3(CC2)NC(=O)c2ccccc2O3)o1 | -0.1 | 1.1 | 3 | -8
Cc1ccc(S(=O)(=O)N2CCSC2c2ccccc2)cc1 (configuration not stated) | 0.4 | -0.3 | -4 | 2
CCN(CC)C(=O)C1CCCN(c2cccc(C(=O)Nc3ccccc3)n2)C1 (configuration not stated) | 0.1 | 0.6 | 11 | 3
Cc1ccc(Br)c(NS(=O)(=O)c2cc(N)ccc2Cl)c1 | 0.3 | -1.2 | 20 | 6
CCOC(=O)c1c(NC(=O)c2ccc(S(=O)(=O)N(C)C)cc2)sc2c1CCN(C(C)=O)C2 | 0.2 | -0.4 | 5 | 11
CC(=O)N1CCN(c2c(C)cnc3c2c(=O)n(CC(=O)Nc2ccc(F)cc2)c(=O)n3C)CC1 | 0.1 | -0.6 | -4 | 5
COc1ccc(-c2nc(C3CCNCC3)n3ccc(OC)cc23)cc1 | -0.8 | -0.9 | 24 | -51
Cc1cc(C)c2c(c1)[nH]c1nnc(SCC(=O)Nc3ccc(C(F)(F)F)cc3)nc12 | 0.0 | -1.5 | -10 | -9
CCCCC(CC)CNS(=O)(=O)c1ccc2c(c1)n(C)c(=O)c(=O)n2C (configuration not stated) | 0.1 | 0.1 | -8 | -14

Seven entries out of the list, sorted by SMILES length, highest first.
SMILES | FBW7 act | GPR151 ag | MITF primary | TEAD-YAP block
CC(=O)N1CCN(c2c(C)cnc3c2c(=O)n(CC(=O)Nc2ccc(F)cc2)c(=O)n3C)CC1 | 0.1 | -0.6 | -4 | 5
Cc1cc(C)c2c(c1)[nH]c1nnc(SCC(=O)Nc3ccc(C(F)(F)F)cc3)nc12 | 0.0 | -1.5 | -10 | -9
Cc1ccc(-c2ccccc2NC(=O)CN2CCC3(CC2)NC(=O)c2ccccc2O3)o1 | -0.1 | 1.1 | 3 | -8
COc1ccc(Cl)cc1NS(=O)(=O)c1ccc2c(c1)NC(=O)CC(=O)N2 | 0.8 | -0.3 | 3 | 6
O=C(COc1ccc(Cl)cc1)NCc1n[nH]c(=S)n1-c1ccc(Br)cc1 | 0.0 | 0.3 | 8 | 3
O=C(CSc1n[nH]c(-c2ccncc2)n1)Nc1nccs1 | 0.6 | 0.3 | 20 | 7
CCCOc1cccc(C(=O)Nc2ccc(Br)cn2)c1 | 0.0 | -0.2 | -1 | -51

Screening results as filed in PubChem BioAssay.
